# Bioassay records from PubChem BioAssay.
# GalR3 antagonist: antagonists of human GalR3 | HEK293 GalR3-CNG cAMP membrane potential fluorescence; galR3 body fused to GalR1 C-terminus | inhibition, % at 3 µM | actives 0.44% (n = 360,000);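 active = inhibition above the screen-wide average plus 3 SD, cut at about 13% in these data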;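 note: forskolin and galanin both at EC90 stimulate the cells; cAMP rise reported by CNG channel membrane potential dye signal; 0% = forskolin plus galanin with DMSO and 100% = forskolin alone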
# Target sequence (O60755 1-299 limits assumed): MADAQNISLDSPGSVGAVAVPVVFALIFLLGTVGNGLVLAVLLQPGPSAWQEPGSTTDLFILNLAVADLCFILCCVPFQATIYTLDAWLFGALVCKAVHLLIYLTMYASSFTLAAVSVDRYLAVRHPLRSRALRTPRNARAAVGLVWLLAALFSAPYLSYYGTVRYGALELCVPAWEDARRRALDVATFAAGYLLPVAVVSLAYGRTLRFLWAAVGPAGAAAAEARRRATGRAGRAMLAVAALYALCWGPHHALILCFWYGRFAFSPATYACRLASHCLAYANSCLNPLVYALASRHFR
# VIM-2 inh: blocks Pseudomonas aeruginosa VIM-2 metallo-beta-lactamase; purified VIM-2, nitrocefin hydrolysis, epi-absorbance fluorescence; inhibition, % at 5.6 µM; actives 0.89% (n = 290,000);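 active = inhibition above the mean of all tested compounds plus 3 SD, cutoff set per screening run, cut at about 7.5% in these data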;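 note: red hydrolysis product quenches plate fluorescence so inhibitors raise well fluorescence; 0% = enzyme with DMSO and 100% = DMSO without enzyme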
# NS3 helicase inh: blocks Hepatitis C virus NS3 helicase unwinding | NS3 helicase DNA unwinding, Cy5 molecular beacon fluorescence | inhibition, % at 10.9 µM | actives 0.56% (n = 290,000);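 active = inhibition above the mean of all tested compounds plus 3 SD, set per campaign, cut at about 35% in these data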;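 note: 0% = DMSO wells and 100% = thioflavine S control wells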
#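 Control set: DMSO versus 110 µM thioflavine S; Material: NS3 helicase fragment of HCV; Measured by: Cy5 fluorescence at 0 and 60 min, beacon hairpin quenching; Read-out basis: percent inhibition from t60/t0 fluorescence ratio; Times: reaction time 60 min, 25 °C; Repeats: single replicate; Compound dosing: single dose, 10.9 µM nominal final, DMSO 0.8% final.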
# PHOSPHO1 inh: inhibitors of human PHOSPHO1 phosphatase | AID 1565 | recombinant PHOSPHO1, absorbance phosphatase assay | inhibition, % at 13.3 µM | actives 1.1% (n = 290,000) | Q8TCT1; in the data active = inhibition above about 60%
# GPR7 antag: blocks human GPR7 receptor signaling; actives 1.1% (n = 290,000); GPR7-expressing cells, fluorescence antagonist assay; inhibition, % at 4.4 µM; AID 1861; in the data active = inhibition above about 16%, passing the limit was not always enough;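 note: cells stimulated with the agonist NPW; 0% = agonist with vehicle and 100% = vehicle without agonist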
# Target sequence (P48145 whole entry, looked up): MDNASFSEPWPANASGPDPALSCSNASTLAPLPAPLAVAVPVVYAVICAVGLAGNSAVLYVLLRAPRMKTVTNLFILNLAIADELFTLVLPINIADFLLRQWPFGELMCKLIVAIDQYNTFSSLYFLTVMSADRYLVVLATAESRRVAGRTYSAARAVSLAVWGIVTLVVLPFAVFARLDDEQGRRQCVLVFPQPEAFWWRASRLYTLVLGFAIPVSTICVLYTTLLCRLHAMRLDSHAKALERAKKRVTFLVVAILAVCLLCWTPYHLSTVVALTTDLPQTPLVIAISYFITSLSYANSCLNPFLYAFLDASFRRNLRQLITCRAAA
# OXTR agonist: agonists of human oxytocin receptor; P30559; CHO-OTR cells, Fluo-8 calcium fluorescence; normalized: DMSO 0%, oxytocin 100%; activation, % at 3 µM; actives 0.32% (n = 320,000); AID 2435;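 active = activation above the mean of all tested compounds plus 3 SD, cutoff set per screening run, cut at about 20% in these data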;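 note: peak over basal fluorescence ratio from a 100 s FLIPR kinetic read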
# DNA FID counter: fluorescent intercalator displacement, NS3 helicase counter-screen | DNA fluorescent intercalator displacement, fluorescence | inhibition, % at 7.9 µM | actives 0.17% (n = 290,000) | AID 1845; in the data active = inhibition above about 37%;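 note: 0% = vehicle and 100% = reference compound; higher means more ethidium bromide displaced from hairpin DNA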
# IMP-1 inhibitor: inhibitors of Pseudomonas aeruginosa IMP-1 metallo-beta-lactamase; purified IMP-1, nitrocefin hydrolysis, epi-absorbance fluorescence; inhibition, % at 5.6 µM; actives 0.45% (n = 290,000); AID 1556;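 active = inhibition above the mean plus 3 SD of all compounds in the same screening run, cut at about 4.5% in these data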;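 note: 0% = IMP-1 with DMSO and 100% = DMSO wells lacking enzyme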
#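 system = purified recombinant IMP-1 beta-lactamase | amount = 0.2 nM IMP-1, as dispensed | medium = HEPES buffer pH 7.1 with ZnSO4 and Brij 35 | times = 25 °C, 15 min preincubation, 25 min reaction | detection = plate fluorescence quenching by hydrolysis product, ex 480/em 530 nm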
# V1aR counter: counter-screen for oxytocin receptor agonists: human V1a receptor agonists; activation, % at 3 µM; actives 0.25% (n = 320,000); AID 2797; CHO-V1R cells, Fluo-8 calcium fluorescence, agonist mode; 0% DMSO, 100% 3 nM vasopressin; P37288;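 active = activation above the mean activation of all tested compounds plus 3 SD, per screening run, cut at about 20% in these data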;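 note: signal is peak over basal fluorescence ratio across a 100 second FLIPR read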
# Target sequence (P37288 whole entry, looked up): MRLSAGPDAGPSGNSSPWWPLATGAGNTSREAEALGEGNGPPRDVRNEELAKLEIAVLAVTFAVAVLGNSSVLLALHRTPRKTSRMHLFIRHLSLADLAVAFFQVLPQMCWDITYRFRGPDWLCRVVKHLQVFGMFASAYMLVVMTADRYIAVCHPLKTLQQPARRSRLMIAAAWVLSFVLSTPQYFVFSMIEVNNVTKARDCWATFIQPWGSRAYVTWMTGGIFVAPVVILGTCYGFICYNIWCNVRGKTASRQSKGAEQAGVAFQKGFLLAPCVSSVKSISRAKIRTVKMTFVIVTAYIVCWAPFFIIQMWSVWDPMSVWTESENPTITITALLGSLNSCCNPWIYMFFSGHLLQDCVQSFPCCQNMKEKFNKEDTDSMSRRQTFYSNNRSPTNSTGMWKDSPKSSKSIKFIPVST
# An asterisk follows results filed as active; nt = not tested or not shown.
SMILES,GalR3 antagonist,VIM-2 inh,NS3 helicase inh,PHOSPHO1 inh,GPR7 antag,OXTR agonist,DNA FID counter,IMP-1 inhibitor,V1aR counter
O=C(Nc1cc(Sc2ccccn2)cc([N+](=O)[O-])c1)c1ccc([N+](=O)[O-])cc1,-2,-1.1,-4,-28,-7,11,9,0.0,7.6
CCC(NS(=O)(=O)c1ccc(C)cc1)C(=O)O (stereo unspecified),-5,-1.6,6,13,-3,0.7,2,-0.8,0.5
Cc1cc(C)nc(SCC(=O)c2ccc(C)c(C)c2)n1,-8,-1.1,2,45,-11,-2.1,-36,-6.2,-0.8
CN(CCNC(=O)c1cn(C)c2ccc(S(=O)(=O)N(C)C)cc2c1=O)CCc1ccccc1,2,2.1,-2,5,-7,-0.2,18,-0.7,-0.1
COc1cccc(C(=O)Nn2cnnc2)c1,-2,-3.9,12,-17,-12,0.6,10,-4.0,1.2
O=C(COc1cccnc1[N+](=O)[O-])Nc1ccc2c(c1)OCO2,-3,-0.8,2,28,-17,1.3,0,-1.5,-0.3
COc1cc2c(cc1OC)CN(C(=O)c1ccc(S(=O)(=O)N3CCCCC3)cc1)CC2,-7,-0.1,-6,-10,-1,-2.0,-32,-0.2,-0.2
COc1ccc(CN(C)C(C)C(=O)Nc2ccc(S(=O)(=O)N3CCOCC3)cc2)c(OC)c1 (stereo unspecified),-3,-2.5,-6,4,-10,1.6,8,-2.2,0.5
O=C(Cc1ccc2cccnc2c1)c1ccc(O)cc1O,-3,0.8,2,-23,15,8.3,-4,0.2,7.3
CN1CCC(=NNC(=O)c2cc(-c3ccc(Cl)cc3)n[nH]2)CC1,2,-0.7,-5,1,4,0.7,-2,0.2,0.8
CCn1c(SC)nnc1-c1ccc(S(=O)(=O)N2CCCCC2)cc1,-7,-1.9,3,nt,-3,1.3,-22,-1.1,0.2
CCCCn1cnc2c(cnn2-c2ccc(Cl)cc2)c1=O,-1,0.2,7,3,-1,-0.3,-5,-5.2,1.0
N#CC1=C(SCC(=O)c2ccc(Br)cc2)NC2=C(C(=O)CCC2)C1c1ccco1 (stereo unspecified),-6,2.2,15,-2,4,-0.8,-5,-2.7,-0.9
O=C(Nc1cccc(-c2nnc(-c3ccccc3)o2)c1)C1CCCO1 (stereo unspecified),-2,0.5,6,10,-12,5.2,-28,-5.9,4.3
CCN1CCCC1CNC(=O)c1ccc2c(c1)NC(=O)/C(=C\c1ccc(OC)c(OC)c1)S2 (stereo unspecified),-4,21*,-86,49,0,-0.7,23,0.8,-0.1
Cc1ccnc(NS(=O)(=O)c2ccc(NC(=O)C34CC5CC(CC(C5)C3)C4)cc2)n1,-7,-0.2,1,17,-4,-0.8,-29,0.6,0.2
COC(=O)C1CC(O)CN1C(=O)Nc1cccc(C(F)(F)F)c1 (stereo unspecified),-2,-2.0,-5,-5,1,0.9,0,-2.6,2.1
CCOC(=O)c1c(NC(=O)CSc2nc3ccccc3o2)sc(C(C)=O)c1C,-6,-1.8,-8,0,-5,2.5,-3,-1.8,0.7
Cc1ccc(S(=O)(=O)N2CCN(C(=O)c3c(-c4ccccc4)noc3C)CC2)cc1,0,-3.2,-2,19,4,2.9,-31,-1.2,5.7
COc1ccccc1NC(=O)CSc1nnnn1C,-6,-6.0,10,-4,-9,0.3,-6,-3.7,-0.4
C=CCn1c(=O)n(CCOC)c(=O)c2sc3ccccc3c21,nt,-2.4,-1,-2,-7,-1.6,-8,-3.1,-0.8
Cc1ccsc1CN(C)C(=O)c1ccc(Oc2ccccc2)cc1,-10,-3.6,-8,-14,5,-1.3,-36,-5.7,0.0
O=C(COc1ccc(Cl)cc1Cl)NC(=S)N1CCCc2ccccc21,0,-7.4,-3,33,-4,-0.8,5,-3.3,-0.8
CCn1c(=O)c2c(cnn2C)c2ccccc21,7,5.1,15,23,-10,-0.8,-18,-2.0,0.2

# Retrieved by structure from the entries so far, four records:
SMILES,GalR3 antagonist,VIM-2 inh,NS3 helicase inh,PHOSPHO1 inh,GPR7 antag,OXTR agonist,DNA FID counter,IMP-1 inhibitor,V1aR counter
N#CC1=C(SCC(=O)c2ccc(Br)cc2)NC2=C(C(=O)CCC2)C1c1ccco1 (stereo unspecified),-6,2.2,15,-2,4,-0.8,-5,-2.7,-0.9
Cc1ccsc1CN(C)C(=O)c1ccc(Oc2ccccc2)cc1,-10,-3.6,-8,-14,5,-1.3,-36,-5.7,0.0
CCn1c(=O)c2c(cnn2C)c2ccccc21,7,5.1,15,23,-10,-0.8,-18,-2.0,0.2
COc1ccccc1NC(=O)CSc1nnnn1C,-6,-6.0,10,-4,-9,0.3,-6,-3.7,-0.4

# Continuation:
SMILES,GalR3 antagonist,VIM-2 inh,NS3 helicase inh,PHOSPHO1 inh,GPR7 antag,OXTR agonist,DNA FID counter,IMP-1 inhibitor,V1aR counter
CNc1ccc(/C=C/C(=O)c2cccc3ccccc23)cc1[N+](=O)[O-],-4,-6.5,18,19,-3,-1.5,4,-1.4,0.1
O=C(O)C1CCN(c2nc(-c3ccccc3)nc3c2oc2ccccc23)CC1,-2,0.3,1,12,-7,14,-9,-1.3,12
Cc1ccc(NC(=O)Cc2cc(C(=O)O)c3ccccc3n2)c(C)c1,-11,-3.7,18,41,-12,-2.1,-31,-1.8,-0.6
COc1ccc(NC(=O)/C=C/C(=O)O)cc1Cl,8,2.8,8,-2,14,0.9,15,-1.2,0.4
CC1=N/C(=C\c2ccc([N+](=O)[O-])cc2)C(=O)N1c1ccc(Br)c(C)c1,1,-5.8,4,22,6,1.9,8,-1.1,1.5
CCCCOc1ccc(N(CC(=O)NC2CCCCC2)C(=O)CCC(=O)Nc2ccccn2)cc1,-10,-0.5,8,-14,0,0.2,-5,-1.8,-0.1
Cc1c(/C=N/NC(=O)C(C)(C)Oc2ccc(Cl)cc2)cnn1C,-6,-1.4,-7,8,-2,-0.2,-8,-3.8,0.6
CC(c1ccccn1)N(Cc1ccco1)C(=S)Nc1cccc(F)c1 (stereo unspecified),-1,-2.9,-5,14,-9,0.7,-3,-2.1,2.6
O=C(CCCC(=O)Nc1ccccc1Br)N/N=C/c1c(F)cccc1Cl,-8,-4.1,-3,39,-7,3.4,-34,-2.1,4.3
O=C1NC(c2cc3c(cc2Cl)OCO3)Oc2ccccc21 (stereo unspecified),0,-0.6,-6,-8,-12,0.2,4,1.1,-0.9
O=C(CSc1nnc(COc2ccccc2)n1-c1ccccc1)c1ccccc1,-7,-4.3,-20,76*,-8,-2.0,-30,-2.1,3.6
O=C(Nc1ccc(O)cc1)/C(=C\c1cccs1)NC(=O)c1ccccc1,0,-2.0,2,-5,-2,-1.2,1,-4.0,1.2
CCCc1nc2ccccc2n1CCOc1ccccc1,-4,-0.8,-1,-38,-4,0.3,-7,-3.6,0.9
Cc1cccc(C(=O)NCCNC(=O)c2cccc(C)c2)c1,-4,-3.4,5,-5,-11,-0.3,-10,-2.6,0.5
Cc1ccc(S(=O)(=O)NC(C)C(=O)NC2CCCCCC2)cc1 (stereo unspecified),-4,-1.8,-3,54,-6,0.9,-6,-7.0,0.1
Cn1c2c(c(=O)n(C)c1=O)CN(Cc1ccc(F)cc1)CN2,-5,-0.1,0,18,-12,1.3,-2,-2.4,1.1
Cc1cccc(NC(=O)CN2C(=O)N/C(=C\c3ccc(-c4cccc(C(=O)O)c4)o3)C2=O)c1,2,-2.9,33,37,0,1.1,-19,-2.9,-0.1
COc1ccc(N2CCN(C(=O)CNC(=O)c3cn(-c4ccccc4OC)c(=O)c4ccccc34)CC2)cc1,-4,0.5,1,12,6,-0.8,-35,-0.4,-0.6
COc1ccc(CNC(=O)c2noc3c2CCCC3)cc1,-8,-4.9,6,8,-6,-0.3,-8,-3.1,-0.7
COc1ccc2oc(C(=O)OCC(=O)NCCN3C(=O)CSC3=O)c(C)c2c1,3,-2.6,5,9,-3,0.7,-5,-1.3,0.8
O=C(Cn1nnc2ccccc2c1=O)N[C@H](C(=O)O)c1ccccc1,-5,-2.4,-7,27,-13,0.8,0,-1.9,-0.1
Cc1cc(=O)oc2cc(OCC(=O)Nc3nccs3)ccc12,-8,1.6,10,40,4,0.1,-9,-2.1,0.9
Cc1onc(-c2c(F)cccc2Cl)c1C(=O)OCC(=O)Nc1c(C)n(C)n(-c2ccccc2)c1=O,-5,-3.4,-9,-6,1,1.4,-7,-4.8,1.3
COC(=O)C1C(=O)C2=C(CC1C)NC(=O)CC2c1ccccc1 (stereo unspecified),-1,-5.0,0,-3,-13,1.0,-4,-2.7,0.6
O=C(O)Cc1sc(NC2CCCCC2)nc1-c1ccc(Cl)cc1,-8,0.3,18,4,19,5.7,-27,5.3*,12
Cc1nn(C)c(C)c1S(=O)(=O)N1CCC(C(=O)NC2CCCc3ccccc32)CC1 (stereo unspecified),-1,-3.2,-1,-3,1,0.3,-6,-3.2,-0.8
CCOc1nc(-c2ccccc2)ccc1-c1noc(COC)n1,-4,0.7,-2,9,2,-2.5,-13,-0.6,-0.6
O=C(Nc1ccccn1)c1ccc(COc2ccccc2Cl)o1,-1,-2.1,-4,-7,-16,-0.8,-13,-2.8,0.5
Cc1ccc(CCN2CC(C(=O)NCCCN3CCCCCC3)CC2=O)cc1 (stereo unspecified),-6,-0.4,-34,-9,-9,0.5,17,-2.0,0.6
O=S(=O)(Nc1cccc2ccccc12)c1cccc2nonc12,1,0.3,9,33,-1,-0.2,-2,-0.5,-0.5
COc1cc(C(O)P(=O)(OCCC(C)C)c2ccc(N(C)C)cc2)cc(OC)c1OC (stereo unspecified),-2,-1.9,2,24,-5,-0.3,-42,-4.2,0.1
C=CCc1ccccc1OCC(CN1CCCCC1)OC(C)=O (stereo unspecified),-9,0.1,-24,-23,0,-0.7,8,-2.2,0.3
CCOCCCNC(=O)C(c1ccc(Cl)cc1)N(Cc1cccs1)C(=O)c1ccccn1 (stereo unspecified),2,4.1,-6,36,3,0.0,-39,0.1,1.2
CCCCC(NS(=O)(=O)c1ccc(C)cc1)C(=O)Oc1ccc2c3c(c(=O)oc2c1)CCC3 (stereo unspecified),3,-0.8,-9,-4,5,0.8,2,0.2,0.8
CCCN(CCC)Cc1cc2ccccc2c2c1COC2,-5,4.7,0,22,-4,-2.5,-4,-1.6,-1.1
C/C(=N\NC(=O)Cc1cccn1C)c1ccc2ccccc2c1,-6,0.4,18,12,4,0.4,-8,-2.2,0.1
COc1cccc2cc(C(=O)CS(=O)(=O)c3ccc(Cl)cc3)c(=O)oc12,2,-0.9,17,26,-8,0.2,-26,-2.5,0.4
O=c1oc2cc(O)ccc2cc1-c1ccccc1,-1,0.3,3,16,-2,0.2,-9,-5.4,-0.8
COc1ccc(C(=O)Nn2c(C)nc3ccccc3c2=O)cc1[N+](=O)[O-],-5,-1.2,1,23,-5,1.2,3,-0.3,0.9
CN1CCN(C(=O)C2=C[C@H](c3coc4ccccc4c3=O)C[C@H](OCc3ccc(CO)cc3)O2)CC1,-3,-1.1,-7,22,-12,-1.2,3,-1.3,0.4
